Apoferritin bind: candidate novel general anesthetic via apoferritin binding; AID 485281; hit rate 0.074% among 350,000; apoferritin/1-aminoanthracene competitive binding, fluorescence; Potency, µM (top dose mostly 77.5 µM), for the others: at the top dose activity change, negative = displacement, hits mostly inhibitors; P02791; note: potency is the fitted concentration of half-maximal effect; % is set by controls: 0 for no effect and ±100 for the full control effect; nearly all actives have a fitted effect of over 20% in size
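Read-out: endpoint 1-AMA fluorescence, excitation 380 nm and emission 535 nm, after compounds sit 10 min at room temperature with 10 uM horse-spleen apoferritin in 50% saturated 1-AMA/PBS. Values come from four-parameter Hill fits.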
APE1 inh: blocks human APE1 abasic DNA cleavage; P27695; recombinant APE1, TAMRA/BHQ-2 abasic DNA cleavage fluorescence; Potency, µM (titrated, usually from 65.8 µM), without a hit: top-dose activity change, negative = inhibition, actives largely listed as inhibitors; hit rate 0.35% among 350,000; AID 2517;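 note: potency is the fitted concentration of half-maximal effect; plate controls were vehicle for no effect and reference inhibitor for full effect; nearly all actives have a fitted effect of over 55% in size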
Target sequence (P27695 whole entry, looked up): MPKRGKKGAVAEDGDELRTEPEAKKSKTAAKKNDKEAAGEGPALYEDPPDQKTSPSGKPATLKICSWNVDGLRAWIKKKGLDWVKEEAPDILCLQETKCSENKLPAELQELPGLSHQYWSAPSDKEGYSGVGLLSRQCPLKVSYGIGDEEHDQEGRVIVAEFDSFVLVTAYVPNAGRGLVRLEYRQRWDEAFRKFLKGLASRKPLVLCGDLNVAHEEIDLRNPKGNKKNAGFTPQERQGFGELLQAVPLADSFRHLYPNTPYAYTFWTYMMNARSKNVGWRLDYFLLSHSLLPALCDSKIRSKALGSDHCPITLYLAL
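Endonuclease cleavage of a quenched abasic-site DNA duplex (50 nM) by APE1 (0.75 nM) was tracked by TAMRA dequenching. Compounds were preincubated with enzyme 15 min at room temperature; data normalized to buffer-only and DMSO wells plus NSC13755 control.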
POLI inh: blocks human DNA polymerase iota activity | Q9UNA4 | Pol iota fluorescent replication assay, 10 min | Potency, µM (titrated, usually from 115 µM), for the others: at the top dose activity, negative = inhibition, actives largely listed as inhibitors | hit rate 1% among 390,000 | AID 588590; note: potency is the fitted concentration of half-maximal effect
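Pol iota at 10 nM preincubated 15 min with compounds at room temperature; reaction started with fluorescent substrate, 50 nM final. Fluorescence read kinetically at 0 and 10 min; buffer-only wells as negative control.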
BLM helicase inh: Bloom syndrome helicase (human) inhibition. P54132. recombinant BLM DNA unwinding, fluorescence dequenching. Potency, µM (highest dose often 56.1 µM), inactives show at the highest dose activity change, negative = inhibition, usual class: inhibitors. hit rate 0.2% among 350,000;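 note: potency is the fitted concentration of half-maximal effect; plate controls were vehicle for no effect and no enzyme for full effect; nearly all actives have a fitted effect of over 35% in size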
Pol beta inh: blocks human DNA polymerase beta activity | P06746 | Pol beta primer extension/strand displacement, fluorescence kinetic | Potency, µM (highest dose often 114 µM), for the others: top-dose activity change, negative = inhibition, actives largely listed as inhibitors | hit rate 1.3% among 340,000 | AID 485314; note: potency is the fitted concentration of half-maximal effect; % is set by controls: 0 for no effect and ±100 for the full control effect
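Enzyme-only controls used 10 nM Pol beta; buffer lacking enzyme served as negative control. Compound preincubated 15 min, then 50 nM substrate added; 0 and 10 min reads at room temperature.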
Glioma ERSR ind: inducers of ER stress response in human glioma cells; U87-MG GRP78 promoter luciferase reporter, 16 h; Potency, µM, for the others: top-dose activation, actives largely listed as activators; hit rate 0.02% among 420,000; note: potency is the fitted concentration of half-maximal effect; series mostly up to about 76 µM; % of control where 0% means no effect; nearly all actives have a fitted effect of over 35% in size
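Stably transfected U87-MG glioma cells carrying a GRP78-based luciferase sensor; 16 h compound incubation. Luminescence end-point read 10 min after Bright-Glo addition at room temperature.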
LDHA inh: LDHA (human) enzyme inhibition; activity change, % (values are at about 110 or 230 µM); hit rate 0.15% among 480,000; purified LDHA, NADH/diaphorase-resazurin fluorescence; hits give low values; P00338; in the data active = activity change below about -30%; inconclusive = mostly about -25% to -30%;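 note: plate controls were DMSO wells for no effect and wells without enzyme for full effect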
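Enzyme activity of human lactate dehydrogenase 5 (2 nM; 0.06 mM NADH, 0.2 mM pyruvate, 5 min, RT) is measured via a resazurin/diaphorase fluorescence readout of residual NADH.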
Pol kappa inh: blocks human DNA polymerase kappa activity | Q9UBT6 | purified Pol kappa, fluorescent DNA synthesis assay, 10 min | Potency, µM (doses to about 107 µM), for the others: top-dose activity, negative = inhibition, usual class: inhibitors | hit rate 0.53% among 400,000 | AID 588579; note: potency is the fitted concentration of half-maximal effect; % is set by controls: 0 for no effect and ±100 for the full control effect
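Kinetic fluorescence screen: compound preincubated 15 min RT with 10 nM enzyme; 50 nM substrate (final) initiates; reads at 0/10 min.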
Pol eta inh: DNA polymerase eta (human) inhibition; Q9Y253; recombinant Pol eta, fluorescent DNA replication assay; Potency, µM (highest dose often 114 µM), without a hit: top-dose activity change, negative = inhibition, hits mostly inhibitors; hit rate 1.2% among 390,000; note: potency is the fitted concentration of half-maximal effect; % is set by controls: 0 for no effect and ±100 for the full control effect
Target sequence (Q9Y253 whole entry, looked up): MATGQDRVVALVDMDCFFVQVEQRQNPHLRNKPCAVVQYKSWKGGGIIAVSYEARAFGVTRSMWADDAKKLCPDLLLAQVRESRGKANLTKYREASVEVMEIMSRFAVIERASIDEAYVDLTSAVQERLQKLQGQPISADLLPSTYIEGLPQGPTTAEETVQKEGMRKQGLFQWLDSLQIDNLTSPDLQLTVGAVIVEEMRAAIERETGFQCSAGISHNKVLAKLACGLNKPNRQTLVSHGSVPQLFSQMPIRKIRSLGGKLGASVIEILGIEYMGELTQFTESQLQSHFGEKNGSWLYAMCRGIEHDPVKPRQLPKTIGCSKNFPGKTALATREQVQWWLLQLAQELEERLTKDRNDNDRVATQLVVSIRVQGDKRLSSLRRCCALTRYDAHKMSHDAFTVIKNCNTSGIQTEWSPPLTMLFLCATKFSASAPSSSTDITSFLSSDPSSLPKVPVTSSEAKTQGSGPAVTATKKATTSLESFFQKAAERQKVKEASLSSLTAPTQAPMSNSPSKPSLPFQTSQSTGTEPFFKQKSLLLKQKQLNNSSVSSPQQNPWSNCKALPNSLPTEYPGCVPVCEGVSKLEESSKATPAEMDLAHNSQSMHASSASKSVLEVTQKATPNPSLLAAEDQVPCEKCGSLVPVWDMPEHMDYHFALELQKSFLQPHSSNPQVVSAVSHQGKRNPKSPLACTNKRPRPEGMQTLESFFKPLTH
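Fluorescent replication assay: 50 nM final substrate added after a 15 min room-temperature compound preincubation with 10 nM enzyme. Signal taken at 0 min and again at 10 min.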
* hit, by the source's call; ? = inconclusive; · = not tested or not shown; & = joins results of further samples; [ ] = dose if it differs, or a comment. Unless noted, calls come from the whole dose curve; as a rule, active = well fitted curve in the direction sought with a large enough effect; inconclusive = small, poorly fitted or top-dose-only effect, or another doubt; inactive = no such curve, though single readings can be large; an effect the other way counts as inactive or inconclusive. The list is partial. The share of hits here may be higher or lower than overall.

(1) CCN1C(=O)CC(C(=O)NC)SC1=Nc1cc(Cl)c(O)c(Cl)c1 (stereo unspecified)
(2) CCCOc1ccc(N2C(=O)C3ON(c4ccccc4)C(CCC)C3C2=O)cc1 (stereo unspecified)
(3) O=C(CNC(=O)c1ccccc1)OC(C(=O)Nc1cc(C(F)(F)F)ccc1Cl)c1ccccc1 (stereo unspecified)
(4) O=C(Nc1ccccc1OC(F)F)C1CCCN1C(=O)c1cccs1 (stereo unspecified)
(5) NC(=O)COC(=O)c1oc2ccccc2c1CSc1ccc(Cl)cc1
(6) O=C(CCC(NC(=O)OCc1ccccc1)C(=O)OCc1ccccc1)NCC(=O)OCc1ccccc1 (stereo unspecified)
(7) N#Cc1ccccc1NC(=O)COc1ccccc1C(=O)Nc1ccccc1
(8) CSCC[C@H](NC(=O)OC(C)(C)C)C(=O)N1CCC(C(=O)N[C@@H](C)C(=O)NCc2ccc(F)cc2)CC1

| Compound | 1 | 2 | 3 | 4 | 5 | 6 | 7 | 8 |
| --- | --- | --- | --- | --- | --- | --- | --- | --- |
| Apoferritin bind | ? | 6% | -22% | -7% | -8% | -7% | · | -11% |
| APE1 inh | -7% | -3% | -6% | 2% | -2% | -3% | -7% | 24% |
| POLI inh | 89µM* | -9% | -16%&-12%&31% | 2% | 16% | 138%[activator] | 1%&6% | 9% |
| BLM helicase inh | 1% | -7% | -13% | -1% | -4% | 4% | · | 0% |
| Pol beta inh | -11% | -1% | -12% | 20% | -3% | 17% | · | ? |
| Glioma ERSR ind | -4% | 1% | -3%&-4%&-2% | -4% | 3% | -4% | 0%&-3% | 1% |
| LDHA inh | 1 | -4 | -2&-3&-1 | -11 | -4 | -4 | 1&-1 | 1 |
| Pol kappa inh | -9% | -12% | -3%&-5%&-5% | -1% | -4% | -4% | -11%&-3% | 12% |
| Pol eta inh | 1% | -17% | -22% | -22% | 0% | -16% | -4% | -1% |

(9) Cc1ccc(-c2nnc(Nc3ccc(Cl)c(Cl)c3)c3ccccc23)cc1S(=O)(=O)NCCO
(10) Cc1ccc(Cn2c(-n3nc(C)cc3C)nc3c2c(=O)[nH]c(=O)n3C)cc1
(11) O=C(NC1CCCCC1)c1cc(-c2ccc(F)cc2)on1
(12) CCOC(=O)C1CCCN(S(=O)(=O)c2ccc3c(c2)C(C)(C)C(=O)N3C)C1 (stereo unspecified)
(13) COc1ccc(C(=O)Nc2c(C(C)(C)C)nn(C)c2C(C)(C)C)cc1
(14) COc1ccccc1-c1c(C)nn2c(N3CCN(Cc4ccccc4)CC3)cc(C)nc12
(15) COc1ccccc1NS(=O)(=O)c1cccc(C(=O)N/N=C/c2ccc(NC(C)=O)cc2)c1
(16) O=C(Nc1ccc(N2CCOCC2)cc1)c1cc2c(s1)CCCC2

| Compound | 9 | 10 | 11 | 12 | 13 | 14 | 15 | 16 |
| --- | --- | --- | --- | --- | --- | --- | --- | --- |
| Apoferritin bind | 32%[activator] | -14% | 9% | -15% | -1% | 1% | 158%[activator] | ? |
| APE1 inh | · | -3% | 0% | 29% | 2% | -4% | -2% | 0% |
| POLI inh | 55%[activator] | 21% | 44%[activator] | 11% | -4%[58.9 µM] | -10% | 50µM* | 25% |
| BLM helicase inh | 0% | 0% | -5% | 0% | -1% | -8% | -8% | -3% |
| Pol beta inh | -2% | 8% | 65% | 0% | -1% | 26% | ? | -11% |
| Glioma ERSR ind | -4% | -1% | 5% | -3% | -4% | -5% | 4% | 5% |
| LDHA inh | -2 | 1 | -10 | 0 | -3 | -11 | -4 | -2 |
| Pol kappa inh | -23% | -1% | 6% | 7% | -13% | -23% | -26% | -17% |
| Pol eta inh | 0% | -7% | 11% | -13% | -6% | -17% | -15% | -1% |

(17) O=C(Nc1ccccc1)N1CCCC2(CCN(C(=O)c3cccc(F)c3)CC2)C1
(18) O=C1NC(Cc2c[nH]c3ccccc23)C(=O)N1Cc1cccc2ccccc12 (stereo unspecified)
(19) O=C(O)CCn1c(SCc2cc(=O)n3ccccc3n2)nc2ccsc2c1=O
(20) CCOC(=O)c1ccc(NC(=O)CSc2nnc(Cn3c(=O)sc4ccccc43)n2C)cc1
(21) CCCN(CCC)CCNC(=O)C(NS(=O)(=O)c1ccc2c(c1)CCC(=O)N2)c1ccccc1 (stereo unspecified)
(22) N#Cc1nc(Cc2ccccc2)oc1NCCN1CCOCC1
(23) Cc1ccc(C)c(NC(=O)CCN2CC(C)CC(C)C2)c1 (stereo unspecified)
(24) CCN(CC)C(=O)CSc1nc(-c2ccccc2F)nc2c1Cc1c(CO)cnc(C)c1O2

| Compound | 17 | 18 | 19 | 20 | 21 | 22 | 23 | 24 |
| --- | --- | --- | --- | --- | --- | --- | --- | --- |
| Apoferritin bind | · | -2% | 0% | -10% | -6% | -9% | -4% | ? |
| APE1 inh | 1% | 2% | -3% | 0% | 1% | -8% | 28% | · |
| POLI inh | · | 23% | 116%[activator] | 15% | 15% | -10% | -17% | -3% |
| BLM helicase inh | 4% | 2% | -11% | -5% | 2% | 0% | -4% | 11% |
| Pol beta inh | · | -23% | 31% | 7% | 2% | 17% | 33% | -17% |
| Glioma ERSR ind | -4% | -4% | -5% | -6% | -4% | -4% | -2% | -2% |
| LDHA inh | · | -12 | -5 | -9 | 1 | -2 | -2 | -2 |
| Pol kappa inh | 2%[60.1 µM] | -13% | -4% | -3% | -4% | 2% | 1% | 1% |
| Pol eta inh | · | -16% | -25% | 0% | -14% | 8% | -3% | -4% |

(25) O=C(CSc1nnc(-c2ccc(F)cc2)o1)c1ccc2c(c1)OCCO2
(26) CCOC(=O)Nc1sc2c(c1C(=O)OCC)CCC2
(27) CCc1ccccc1NC(=O)CC(O)(C(=O)OC)C(F)(F)F (stereo unspecified)
(28) CCCc1c(OCCCOc2ccc(OCC(=O)O)cc2)ccc(CC=O)c1O
(29) O=C(COc1cccc(F)c1)Nc1nc(-c2cccnc2)cs1
(30) CCCNC(=O)c1ccc2c(c1)nc1n2CCCCC1
(31) Cc1ccc(NC(=O)C2CC(=O)N(C(C)c3ccccc3)C2)cc1 (stereo unspecified)
(32) CCOc1cc(NC(=O)C2CCCO2)c(OCC)cc1NC(=O)C1CC1 (stereo unspecified)

| Compound | 25 | 26 | 27 | 28 | 29 | 30 | 31 | 32 |
| --- | --- | --- | --- | --- | --- | --- | --- | --- |
| Apoferritin bind | 0% | -15% | ? | · | · | 39%[activator] | · | -3% |
| APE1 inh | 4% | -1% | -5% | -6% | 23% | · | 28% | -6% |
| POLI inh | 1% | -1% | -1% | · | 29% | -10% | 3% | -10% |
| BLM helicase inh | -8% | -7% | 1% | -13% | · | -2% | · | 1% |
| Pol beta inh | 22% | -1% | 8% | · | · | 0% | · | 9% |
| Glioma ERSR ind | -5% | -1% | -3% | 1% | -3% | -8% | -5% | -1% |
| LDHA inh | -9 | 5 | -3 | · | 0 | 1 | 1 | 15 |
| Pol kappa inh | -8% | -7% | -5%[60.1 µM] | -8%[19.4 µM] | -20% | -8%[60.1 µM] | -12% | -2% |
| Pol eta inh | 2% | -14% | 13% | · | 3% | -11% | -7% | -14% |

(33) CCN(CC)c1ccc(C=Nc2cc(C)cc(C)c2)c(O)c1
(34) Cn1c(=O)[nH]c(=O)c2c1nc(N1CCCC1)n2CCSc1nc2ccccc2[nH]1
(35) Cc1ccc(S(=O)(=O)Nc2ccc(C(OC(=O)c3ccccc3[N+](=O)[O-])(C(F)(F)F)C(F)(F)F)cc2)cc1
(36) c1ccc2c(Nc3nc(N4CCOCC4)c4ccccc4n3)cccc2c1
(37) COc1ccc(CNC(=O)COC(=O)C2CC2C)cc1OC (stereo unspecified)
(38) CC(=O)c1cccc(NS(=O)(=O)c2cc(-c3cnc(C4CC4)o3)ccc2C)c1
(39) COc1cc2c(cc1OC)C(c1ccccc1)N(C(=O)c1cccc(S(C)(=O)=O)c1)CC2 (stereo unspecified)
(40) O=C(Nc1nnc(SCC(=O)N2CCOCC2)s1)C1CC(=O)N(c2ccccc2)C1 (stereo unspecified)
(41) CC1CC(C)CN(c2nc3c(c(=O)n(C)c(=O)n3C)n2CCSc2ncccn2)C1 (stereo unspecified)
(42) O=C(/C=C/Nc1ccccc1)c1ccccc1
(43) Cc1ccc(CNC(=O)C2CCN(S(=O)(=O)c3cccs3)CC2)cc1

| Compound | 33 | 34 | 35 | 36 | 37 | 38 | 39 | 40 | 41 | 42 | 43 |
| --- | --- | --- | --- | --- | --- | --- | --- | --- | --- | --- | --- |
| Apoferritin bind | -9% | -5% | ? | 10% | · | ? | -2% | 10% | -4% | -11% | -8% |
| APE1 inh | -4% | -2% | ? | 1% | -1% | 16% | 31% | 8%[12.4 µM] | 3% | 4% | -12% |
| POLI inh | 7% | · | 3% | 66%[activator] | 19% | 28%&-23% | -4% | 0% | 17% | 8% | 96%[activator] |
| BLM helicase inh | ? | -1% | -17% | -11% | · | 1%&-6% | -5% | 3% | 0% | 0% | 1% |
| Pol beta inh | 7% | 1% | 1% | 19% | · | -1%&-21% | -2% | 45% | 5% | -2% | 45% |
| Glioma ERSR ind | -2% | · | 2% | -5% | -3% | -6% | -4% | -2% | -3% | -8% | 1% |
| LDHA inh | 15 | · | -6 | 8&1 | 0 | 0&-7 | -15 | -3 | 4 | -3 | -9 |
| Pol kappa inh | 0% | · | -3% | 0% | 2% | 5% | 2% | -7% | 15% | 1% | -4% |
| Pol eta inh | -4% | · | -13% | -27% | -19% | -20% | -19% | 7% | -6% | -9% | -4% |

Three structures already listed, ordered by formula weight, lowest first.
(33) CCN(CC)c1ccc(C=Nc2cc(C)cc(C)c2)c(O)c1
(43) Cc1ccc(CNC(=O)C2CCN(S(=O)(=O)c3cccs3)CC2)cc1
(35) Cc1ccc(S(=O)(=O)Nc2ccc(C(OC(=O)c3ccccc3[N+](=O)[O-])(C(F)(F)F)C(F)(F)F)cc2)cc1

| Compound | 33 | 43 | 35 |
| --- | --- | --- | --- |
| Apoferritin bind | -9% | -8% | ? |
| APE1 inh | -4% | -12% | ? |
| POLI inh | 7% | 96%[activator] | 3% |
| BLM helicase inh | ? | 1% | -17% |
| Pol beta inh | 7% | 45% | 1% |
| Glioma ERSR ind | -2% | 1% | 2% |
| LDHA inh | 15 | -9 | -6 |
| Pol kappa inh | 0% | -4% | -3% |
| Pol eta inh | -4% | -4% | -13% |
